UGM FP inh = M. tuberculosis UGM enzyme inhibitors, primary screen, biochemical, fluorescence polarization, single point; purified UGM, fluorescence polarization probe displacement; inhibition, % at 10 µM; hit rate 0.06% among 320,000; AID 504406, 2011; in the data active means inhibition above about 10%, passing the limit was not always enough; inconclusive means no clear call, values can overlap the other calls
Target sequence (P9WIQ1 whole entry, looked up): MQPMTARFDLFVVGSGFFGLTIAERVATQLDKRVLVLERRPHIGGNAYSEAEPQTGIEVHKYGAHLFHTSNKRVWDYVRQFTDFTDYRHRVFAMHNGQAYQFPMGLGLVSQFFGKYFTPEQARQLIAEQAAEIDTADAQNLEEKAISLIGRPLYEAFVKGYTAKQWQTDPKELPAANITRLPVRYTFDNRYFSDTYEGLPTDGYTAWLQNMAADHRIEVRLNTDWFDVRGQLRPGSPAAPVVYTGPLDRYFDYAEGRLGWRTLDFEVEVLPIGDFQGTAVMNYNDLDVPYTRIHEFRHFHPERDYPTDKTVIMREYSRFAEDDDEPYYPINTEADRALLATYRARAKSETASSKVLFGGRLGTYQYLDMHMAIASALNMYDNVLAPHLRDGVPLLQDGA
PfHsp40 rescue = rescue of yeast from PfHsp40 toxicity, primary screen, S. cerevisiae, ATP luminescence; growth rescue, % at 12.5 µM; hit rate 0.68% among 340,000; AID 504582, 2011; S. cerevisiae expressing PfHsp40, growth rescue; in the data active means growth rescue above about 28%, passing the limit was not always enough; inconclusive means no clear call, values can overlap the other calls;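 further: yeast W303a lacking pdr1 and pdr3 grown in galactose medium; growth measured after three days at 30 °C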
FadD28 FP inh = inhibitors of FadD28 bisubstrate probe binding, primary screen, biochemical, fluorescence polarization, single point; Mycobacterium tuberculosis FadD28 fatty-acid-AMP ligase; hit rate 0.22% among 360,000; AID 588549, 2011; inhibition, % at 12.5 µM; in the data active means inhibition above about 8.5%, passing the limit was not always enough; inconclusive means no clear call, values can overlap the other calls
GDH-TPI counter = GDH-TPI coupling enzyme inhibitors, primary screen, artefact control for M. tuberculosis FBA inhibitor project, biochemical, absorbance, full deck; GDH-TPI coupled enzyme counterscreen, NADH absorbance; inhibition, % at 4.8 µM; hit rate 1.2% among 360,000; AID 588335, 2011; in the data active means inhibition above about 30%;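 further: 0% = DMSO wells and 100% = wells lacking the enzyme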
BoNT F protease = BoNT/F light chain protease inhibitors, primary screen, biochemical, flow cytometry, MLPCN library; Botulinum neurotoxin type F light chain protease (Clostridium botulinum); Multiplex microsphere protease cleavage assay; inhibition, % at 10 µM; hit rate 0.22% among 360,000; in the data active means inhibition above about 35%, passing the limit was not always enough; inconclusive means no clear call, values can overlap the other calls; further: plate controls were buffer without enzyme for full effect and enzyme alone for no effect
Anthrax LF inh2 = Bacillus anthracis LF protease inhibitors, primary screen, biochemical, multiplex microsphere, MLPCN library; hit rate 0.12% among 360,000; multiplex microsphere protease cleavage assay; inhibition, % at 10 µM; Lethal factor (Bacillus anthracis), P15917; further: plate controls were buffer without enzyme for full effect and enzyme alone for no effect
FBA Mtb inh = Mtb FBA enzyme inhibitors, primary screen, biochemical, fluorescence, strain H37Rv; purified M. tuberculosis FBA, fluorescence read-out; hit rate 2.3% among 360,000; inhibition, % at 1 µM; Fructose-bisphosphate aldolase (Mycobacterium tuberculosis (strain ATCC 25618 / H37Rv)), …; in the data active means inhibition above about 27%;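 further: 0% = vehicle and 100% = reference inhibitor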
Target sequence (P9WQA3 whole entry, looked up): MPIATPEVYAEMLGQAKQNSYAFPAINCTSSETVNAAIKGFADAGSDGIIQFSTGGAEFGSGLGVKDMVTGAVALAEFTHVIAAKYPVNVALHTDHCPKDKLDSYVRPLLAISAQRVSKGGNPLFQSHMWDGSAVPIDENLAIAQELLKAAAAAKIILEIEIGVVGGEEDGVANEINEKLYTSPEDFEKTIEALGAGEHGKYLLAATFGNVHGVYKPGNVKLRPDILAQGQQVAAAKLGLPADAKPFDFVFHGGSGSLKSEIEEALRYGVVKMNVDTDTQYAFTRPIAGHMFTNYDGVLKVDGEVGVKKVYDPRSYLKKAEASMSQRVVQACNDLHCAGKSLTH
BoNT-A LC inh2 = BoNT/A light chain protease inhibitors, primary screen, biochemical, flow cytometry, MLPCN library; Botulinum neurotoxin type A light chain protease (Clostridium botulinum A str. ATCC 3502); multiplex microsphere protease substrate cleavage; inhibition, % at 10 µM; hit rate 0.17% among 360,000; further: plate controls were buffer without enzyme for full effect and enzyme alone for no effect
Mtb BioA inh = M. tuberculosis BioA enzyme inhibitors, primary screen, biochemical, plate reader, single point, HTS; 7,8-diaminopelargonic acid synthase BioA (Mycobacterium tuberculosis); purified M. tuberculosis BioA enzyme; inhibition, % at 9.99 µM; hit rate 0.096% among 360,000; AID 602481, 2012; in the data active means inhibition above about 40%; inconclusive means no clear call, values can overlap the other calls
Active calls of the source: *; ? = inconclusive; · = not tested or not shown; & = joins results of further samples. Unless noted, no stated cut-off is given here; in the data, active means inhibition above about 30%; inconclusive means no clear call, values can overlap the other calls; inactive means below that.

SMILES | UGM FP inh | PfHsp40 rescue | FadD28 FP inh | GDH-TPI counter | BoNT F protease | Anthrax LF inh2 | FBA Mtb inh | BoNT-A LC inh2 | Mtb BioA inh
COc1cc(C)ccc1OCCOc1c(C)cc(Cl)cc1Cl | 1.5 | 0.8 | -3.1 | -2 | -4 | -1 | -3 | -0.4 | -0.4
CNC[C@@H]1Oc2c(NC(=O)Nc3ccccc3)cccc2C(=O)N([C@@H](C)CO)C[C@H]1C | -1.9 | -0.4 | -1.3 | 10 | -2 | 3 | 3 | 0.2 | -2.5&0.3
COc1ccc(CCNC(=O)CCN2C(=O)COc3ccc(C)cc32)cc1OC | -1.8 | -0.8 | -2.4 | 4 | 5 | -3 | 1 | 2.4 | -0.7
O=C(O)C1Cc2ccccc2CN1C(=O)c1ccccc1Cl (configuration not stated) | -4.6 | -1.0 | -1.7 | -7 | -2 | -1 | 0 | -0.5 | -2.4
Nc1ccc(Sc2ccc(N)cc2)cc1 | · | -0.2 | 2.7 | 6 | -14 | -5 | -1 | -0.6 | 0.2
Oc1c(Br)cc(Br)cc1CNc1cnc2ccccc2c1 | 1.3 | 1.2 | 2.0 | 7 | -2 | 8 | 14 | -6.0 | 1.4
COc1cc(C2C(C(=O)c3cccs3)=C(O)C(=O)N2c2cc(C)on2)ccc1O (configuration not stated) | 2.8 | 2.1 | -0.1 | 16 | 3 | 1 | 2 | 0.2 | -1.7
Cn1cc(CNC(=O)c2ccc3nc(Cc4ccccc4F)oc3c2)cn1 | -1.8 | 0.0 | -2.1 | 1 | 9 | 1 | 1 | 1.2 | 0.9
O=C(O)c1cccc(S(=O)(=O)Nc2ccc(O)cc2Sc2nc3ccccc3s2)c1 | 3.2 | 1.7 | -0.9 | 8 | 0 | 0 | -1 | -1.0 | 1.3
CCOc1ccccc1NC(=O)CN(c1ccc(OC)cc1OC)S(=O)(=O)c1ccccc1[N+](=O)[O-] | 3.2 | 0.3 | -7.0 | 6 | 0 | -2 | -2 | 0.3 | 0.0
NNC(=O)c1ccc(COc2cccc3ccccc23)cc1 | -2.9 | -0.4 | -3.3 | -3 | 4 | -2 | 1 | 0.9 | ·
COC(=O)C1=C(c2ccc(C(C)=O)cc2)C[C@@H]2CC[C@H]1N2C(=O)NCCNC(C)=O | -3.1 | -0.4 | -0.5 | 0 | 6 | 1 | 1 | -1.2 | 0.1
CNc1ccc([N+](=O)[O-])cc1C(=O)O | 0.3 | 0.4 | -0.3 | 9 | 6 | -4 | -7 | -1.2 | ·
CCC(C(=O)NCCC(C)C)n1ccc2cc(S(=O)(=O)N3CCCCC3)ccc21 (configuration not stated) | -1.9 | 1.7 | -3.9 | -7 | · | · | -1 | · | -1.6
CCCCC(SCC(=O)Nc1ccccc1)C(=O)O (configuration not stated) | -0.3 | -1.7 | 0.4 | 7 | -4 | 2 | 67* | -0.3 | -1.2
NC(=O)C1(N2CCCCC2)CCN(C(=S)Nc2ccc(F)c(Cl)c2)CC1 | -2.1 | 0.0 | -3.2 | -6 | -11 | -1 | 2 | -1.6 | ·
N#Cc1cc(-c2ccccc2)nnc1Oc1ccccc1 | 1.5 | -0.8 | -2.1 | 16 | -20 | 5 | 7 | 0.9 | -4.2
O=C(CN1C(=O)/C(=C2\SC(=S)N(C3CCS(=O)(=O)C3)C2=O)c2ccccc21)Nc1ccccc1 (configuration not stated) | -3.4 | -0.4 | 0.0 | 0 | -17 | 0 | 0 | -0.2 | ·
Cc1cc(NC(=O)CN2C(=O)NC(C)(c3ccc(Cl)cc3)C2=O)no1 (configuration not stated) | -3.3 | -0.9 | -1.3 | -3 | -4 | 3 | -4 | -0.1 | ·
COc1ccc(CN2C(=O)NC3(CCCC3)C2=O)cc1F | 3.4 | -1.2 | -3.7 | -2 | -7 | -4 | -2 | 0.4 | ·
O=C1N=C(N2CCCCC2)S/C1=C\c1ccccc1F | -1.9 | -0.1 | -1.6 | 45* | · | · | -2 | · | 2.0
CCOC(=O)C1(C)CCCN(C(=O)c2ccc(OC(F)F)cc2)C1 (configuration not stated) | · | · | -4.3 | -4 | 0 | 0 | -2 | -0.1 | -0.9
O=C(O)c1ccccc1OCCN1CCCC1=O | -2.8 | -1.4 | 0.7 | 5 | 10 | 7 | 6 | 2.2 | -1.2
CNC(=S)NC12CC3CC(CC(C3)C1)C2 | 0.6 | 1.7 | -2.9 | 7 | -5 | 3 | 3 | -0.1 | ·
CC#CC[N+](C)(C)CCCCCCCC | 0.4 | -1.4 | -3.2 | -9 | -2 | ? | -1 | 5.1 | 1.5

Remaining list, next part.
SMILES | UGM FP inh | PfHsp40 rescue | FadD28 FP inh | GDH-TPI counter | BoNT F protease | Anthrax LF inh2 | FBA Mtb inh | BoNT-A LC inh2 | Mtb BioA inh
CC/C(=N\Nc1ccccc1)c1c(O)[nH]c(=O)[nH]c1=O | 1.0 | 0.6 | -3.9 | 13 | · | · | -3 | · | -0.3
Cc1c(S(=O)(=O)Nc2ccc(Oc3ccccc3)cc2)c(=O)n(C)c(=O)n1C | 0.6 | 1.9 | -3.0 | 2 | -2 | -1 | -2 | -1.5 | 0.0
Cc1ccccc1NC(=O)COC(=O)c1ccc(S(=O)(=O)N2CCCCCC2)cc1 | · | -0.9 | -1.7 | 4 | 1 | -2 | -1 | 0.9 | ·
CCOCCCn1c(SCC(=O)NC2CCCC2)nc2ccccc2c1=O | 0.6 | -1.1 | -3.8 | 4 | -4 | -5 | -1 | -1.4 | -0.1
N#C/C(=C\c1cccs1)C(=O)NCC1CCCO1 (configuration not stated) | 4.0 | -1.1 | -4.6 | 24 | 4 | 4 | -8 | -0.4 | ·
COc1ccc(C(=O)C2CCN(C(=O)c3ccc(F)cc3)CC2)cc1 | 0.1 | -0.8 | -0.8 | -1 | ? | -8 | 1 | 4.0 | 2.8
O=S(=O)(Nc1cccc2[nH]ncc12)c1cccs1 | 0.0 | -1.1 | -2.4 | -1 | -6 | -6 | 3 | -0.1 | 0.8
CNC(=O)C1Cc2ccccc2CN1S(=O)(=O)c1ccc(OC)c(OC)c1 (configuration not stated) | 2.7 | 0.1 | -2.4 | 3 | -16 | -5 | -1 | -1.6 | -0.2
CC1CCc2c(nc3nc[nH]n3c2=O)C1 (configuration not stated) | -0.5 | -1.6 | -0.4 | -1 | -6 | 3 | 2 | 0.2 | -0.1
CCC(=O)N1CCc2cc(S(=O)(=O)CCC(=O)N3CCN(c4ccc(C(C)=O)cc4)CC3)ccc21 | 0.6 | -0.6 | -0.8 | 19 | -4 | 0 | 0 | -1.7 | -0.9
Brc1ccccc1Cn1c(-c2cscn2)nc2ccccc21 | -2.7 | -0.3 | -2.2 | 13 | 1 | -2 | 3 | 0.1 | -1.9
Cc1ccc(CN(C)C[C@@H]2OCc3cnnn3CCCC(=O)N([C@@H](C)CO)C[C@H]2C)cc1 | · | · | -0.9 | 4 | 2 | -4 | -2 | -0.7 | 1.1&-0.5&-3.1
Cc1cccc2c(=O)c(C(=O)NCCc3ccccc3)c[nH]c12 | 0.6 | 0.1 | -4.2 | -9 | -16 | 4 | 1 | -0.2 | -0.5
COc1ccc(C(C(=O)NCC2CCCO2)N(Cc2cccs2)C(=O)c2snc(C(N)=O)c2N)cc1 (configuration not stated) | -1.9 | 0.3 | -2.7 | 13 | 2 | -2 | 8 | -1.7 | -1.1
CCOCCCn1c(C)nc2c(c1=O)c1nc3ccccc3nc1n2-c1ccc(C)cc1 | 3.3 | -0.7 | -1.1 | 5 | -3 | 4 | 5 | 2.3 | ·
COc1ccc(-n2nnnc2C(c2ccnc3ccccc23)N2CCC3(CC2)C(=O)NCN3c2ccccc2)cc1 (configuration not stated) | · | · | -4.6 | · | 1 | -2 | -4 | 0.0 | -3.1
C=CCN1C(=O)N(c2ccccc2)C(=O)C1CC(=O)Nc1ccc(OC)cc1 (configuration not stated) | 1.7 | -1.4 | -1.6 | 4 | ? | 8 | -4 | -4.9 | 0.6
CC1(C)C(=O)Nc2ccccc2N1C(=O)COc1ccc(C#N)cc1 | 1.1 | -0.7 | -3.2 | -1 | 5 | -1 | 3 | 0.8 | 1.0
O=C(NCCCN1CCOCC1)c1cc(-c2ccco2)nc2ccccc12 | 1.7 | 0.7 | -2.5 | 16 | · | · | 89* | · | -2.2
CN(C)S(=O)(=O)c1cccc(NC(=O)/C=C/c2ccccc2[N+](=O)[O-])c1 | -1.8 | -1.3 | -1.0 | 4 | -4 | -4 | -4 | 0.7 | ·
O=C1N=C(N2CCOCC2)S/C1=C\c1cccnc1 | 0.6 | 0.5 | -2.1 | 4 | -4 | -1 | 6 | -1.4 | 0.7
CCOc1ccccc1NC(=O)NNS(=O)(=O)c1ccc([N+](=O)[O-])cc1 | -2.7 | -1.1 | -1.8 | 4 | 5 | -2 | -2 | -0.7 | 0.3
CCOc1ccc(OCc2ccc(C(=O)OCc3ccccn3)o2)cc1 | -2.2 | 0.2 | -2.0 | 6 | -45 | -2 | 7 | -2.2 | -1.5
Fc1cccc(F)c1-c1nc(-c2ccc(Cl)cc2)no1 | 2.4 | 1.2 | -3.8 | 4 | -4 | -1 | 2 | -1.0 | ·
COC(=O)C1SCC2C(=O)N(Cc3cccc(C)c3)CC(=O)N21 (configuration not stated) | -1.3 | 0.3 | -0.8 | -3 | 3 | 0 | 1 | -0.5 | -1.9

(list continues)
SMILES | UGM FP inh | PfHsp40 rescue | FadD28 FP inh | GDH-TPI counter | BoNT F protease | Anthrax LF inh2 | FBA Mtb inh | BoNT-A LC inh2 | Mtb BioA inh
CCOC(=O)/C(C(N)=NC)=C(\O)c1ccccc1 | 0.0 | -1.0 | -2.4 | 1 | -10 | -2 | 0 | -0.5 | 1.3
CC(C)C(NC(=O)c1ccccc1)c1nnc(SCC(=O)Nc2nccs2)n1C (configuration not stated) | -1.2 | -1.5 | -0.5 | 4 | · | · | 2 | · | 0.3
Cc1ccc(S(=O)(=O)Nc2cccnc2)c(C)c1C | 1.6 | -2.1 | -0.4 | -1 | 4 | -7 | 1 | 0.2 | -0.6
CCOC(=O)N1CCC(NC(=O)CCCC(=O)O)CC1 | -0.6 | -0.4 | -0.7 | 12 | -4 | -3 | 1 | -0.6 | -2.0
COc1ccc([C@H]2CC(=O)C=C(c3cccc(OCc4ccccc4)c3)C2)cc1 | 0.1 | 1.9 | -0.1 | 16 | -5 | -5 | 4 | 0.1 | -2.8
CCn1nc(C(=O)N2CCN(Cc3nc4ccccc4s3)CC2)c2ccccc2c1=O | -0.9 | -0.8 | -2.9 | -2 | 4 | 0 | -2 | 0.2 | 7.6

Entries of single compounds, looked up by structure. Order of values: UGM FP inh | PfHsp40 rescue | FadD28 FP inh | GDH-TPI counter | BoNT F protease | Anthrax LF inh2 | FBA Mtb inh | BoNT-A LC inh2 | Mtb BioA inh
CCOC(=O)N1CCC(NC(=O)CCCC(=O)O)CC1 is listed with -0.6 | -0.4 | -0.7 | 12 | -4 | -3 | 1 | -0.6 | -2.0
CCn1nc(C(=O)N2CCN(Cc3nc4ccccc4s3)CC2)c2ccccc2c1=O is listed with -0.9 | -0.8 | -2.9 | -2 | 4 | 0 | -2 | 0.2 | 7.6
CCC(C(=O)NCCC(C)C)n1ccc2cc(S(=O)(=O)N3CCCCC3)ccc21 (configuration not stated) is listed with -1.9 | 1.7 | -3.9 | -7 | · | · | -1 | · | -1.6
N#Cc1cc(-c2ccccc2)nnc1Oc1ccccc1 is listed with 1.5 | -0.8 | -2.1 | 16 | -20 | 5 | 7 | 0.9 | -4.2
O=C(O)c1cccc(S(=O)(=O)Nc2ccc(O)cc2Sc2nc3ccccc3s2)c1 is listed with 3.2 | 1.7 | -0.9 | 8 | 0 | 0 | -1 | -1.0 | 1.3

Compound activity from PubChem.

Outcome played no part in choosing rows; any-hit rate near 4.7%.
